Source: PubChem BioAssay
TNAP inh hi DEA: human TNAP enzyme inhibitors, primary screen, biochemical, luminescent, high phosphate acceptor level, uHTS; purified TNAP, CDP-star luminescence, 1 M DEA; inhibition, % at 20 µM; hit rate 0.03% among 200,000;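 active = over 50% inhibition of tissue-nonspecific alkaline phosphatase at 20 µM in the single-dose screen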;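 note: plate controls were DMSO wells for no effect and EDTA-quenched wells as full inhibition for full effect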
Target sequence (P05186 whole entry, looked up): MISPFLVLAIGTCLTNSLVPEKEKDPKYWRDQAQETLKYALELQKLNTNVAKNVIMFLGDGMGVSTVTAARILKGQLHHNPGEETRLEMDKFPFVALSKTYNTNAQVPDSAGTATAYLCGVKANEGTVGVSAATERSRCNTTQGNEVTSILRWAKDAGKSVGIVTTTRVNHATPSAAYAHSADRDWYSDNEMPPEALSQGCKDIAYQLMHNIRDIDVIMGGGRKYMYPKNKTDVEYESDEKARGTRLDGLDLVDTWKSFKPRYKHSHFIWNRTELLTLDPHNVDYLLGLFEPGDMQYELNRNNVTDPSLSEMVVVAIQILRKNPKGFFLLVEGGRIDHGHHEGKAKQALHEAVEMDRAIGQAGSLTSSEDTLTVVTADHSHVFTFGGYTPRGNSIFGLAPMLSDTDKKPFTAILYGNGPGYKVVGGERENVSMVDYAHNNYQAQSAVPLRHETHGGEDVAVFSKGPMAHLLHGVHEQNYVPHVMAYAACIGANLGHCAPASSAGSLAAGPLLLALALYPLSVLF
TNAP inh no acc: human TNAP enzyme inhibitors, primary screen, biochemical, luminescent, no phosphate acceptor, uHTS. Alkaline phosphatase, tissue-nonspecific isozyme (Homo sapiens), P05186. purified TNAP, CDP-star luminescence, 30 min. inhibition, % at 20 µM. hit rate 0.26% among 200,000. AID 1012, 2008;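 active = tissue-nonspecific alkaline phosphatase inhibition above about 50% at 20 µM in the single-dose screen, limit read from the data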;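 note: 0% = DMSO negative control and 100% = EDTA positive control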
PMI activator: activators of human PMI, primary screen, biochemical, fluorescence intensity, near-Km mannose 6-phosphate; purified human PMI, coupled resazurin fluorescence, 20 min; stronger effect = higher value; 1 = vehicle control, 0 substrate-free wells; hit rate 0.005% among 190,000; Mannose-6-phosphate isomerase (Homo sapiens), P34949; AID 1214, 2008; activation factor at 20 µM;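 active = activation factor of 2 or more at 20 µM, relative to plate controls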
Target sequence (P34949 whole entry, looked up): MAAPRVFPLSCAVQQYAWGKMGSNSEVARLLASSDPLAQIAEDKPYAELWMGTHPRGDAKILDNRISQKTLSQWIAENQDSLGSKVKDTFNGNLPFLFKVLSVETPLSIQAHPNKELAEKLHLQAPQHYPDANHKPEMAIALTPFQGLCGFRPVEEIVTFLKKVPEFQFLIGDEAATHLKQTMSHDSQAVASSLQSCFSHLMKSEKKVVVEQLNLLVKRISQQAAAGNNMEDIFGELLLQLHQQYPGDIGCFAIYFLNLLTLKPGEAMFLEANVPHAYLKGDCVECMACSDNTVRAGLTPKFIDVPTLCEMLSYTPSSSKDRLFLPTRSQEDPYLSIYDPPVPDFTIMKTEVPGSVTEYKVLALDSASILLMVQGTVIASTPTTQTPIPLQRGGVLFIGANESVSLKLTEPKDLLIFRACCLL
RAM inhibit: inhibitors of the yeast RAM network, primary screen, dse1pr::URA3 reporter, 5-FOA selection; S. cerevisiae dse1pr::URA3 reporter, 5-FOA growth OD615, 2 d; analog-sensitive cbk1-as2 kinase mutant strain; inhibition, % at 50 µM; hit rate 1.8% among 190,000;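 active = inhibition above a set limit, 3 SD over mean compound inhibition, cut at about 8.4% in these data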;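 note: 0% = DMSO-only wells with no growth and 100% = 10 µM 1-NA-PP1 full growth; inhibition rescues growth on 5-FOA so higher OD means more RAM inhibition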
Redox H2O2 prof: compounds producing H2O2 with reducing agent – biochemical, NIH compound library profiling, artefact control for MLSCN library redox annotation, primary screen; DTT-dependent redox cycling H2O2, phenol red/HRP absorbance; 100% = 100 µM peroxide control, 0% = buffer; activation, % at 10 µM; hit rate 0.03% among 200,000;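 active = activation of at least 50% relative to the plate's high and low controls in the primary single-dose screen; inactive = activation below 50%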;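 note: compound incubated with DTT at 0.8 mM final as the reducing agent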
Hsp70 act: Hsp70 transcriptional activators, primary screen, cell-based, HeLa, Hsp70 promoter luciferase, luminescence, 10 µM. hit rate 0.04% among 200,000. HeLa Hsp70 promoter luciferase reporter; scaled: vehicle 0, proteasome-inhibitor control 100%. activation, % at 10 µM. AID 1203, 2008;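 active = activation above the mean across all tested compounds plus 3 SD, cutoff set per campaign, cut at about 5.5% in these data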;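 note: 100% = MG132 at 30 µM as the positive control and 0% = DMSO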
S1P3 antag: S1P3 receptor antagonists, primary screen, cell-based; CHO S1P3 NFAT-BLA reporter, FRET fluorescence, antagonist mode; inhibition, % at 4.98 µM; hit rate 0.27% among 170,000; AID 485, 2006;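 active = inhibition above the plate cutoff, the mean inhibition of test wells on that plate plus 3 SD, cut at about 28% in these data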;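 note: cells challenged with S1P at its EC80 of 0.8 µM; blue over green emission ratio from cleaved BLA substrate after 4 h stimulation; 0% = S1P-stimulated wells and 100% = unstimulated DMSO-only wells; some compounds past the cut are filed as inactive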
Lmaj promast: Leishmania major promastigote growth inhibition, primary screen; hit rate 9% among 200,000; Leishmania major promastigotes, resazurin fluorescence viability; inhibition, % at 10 µM; in the data active = inhibition above about 50%;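 note: promastigotes grown with compound for 44 hours at 28 °C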
Efa HMGR inh: inhibitors of E. faecalis class II HMGR, primary screen, biochemical, Enterococcus faecalis. HMG-CoA reductase (Enterococcus faecalis, mvaE). purified E. faecalis HMGR, NADPH absorbance 340 nm kinetic. inhibition, % at 10 µM. hit rate 0.41% among 190,000;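 active = inhibition above a set limit, the median over all tested compounds plus 3 SD, cut at about 9.5% in these data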;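 note: enzyme runs in reverse so mevalonate oxidation gives rising NADPH absorbance; 0% = complete reaction with DMSO and 100% = background rate lacking mevalonate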
PMI act satM6P: human PMI activators, high substrate, primary screen, biochemical, fluorescence intensity, near-saturating mannose 6-phosphate; Mannose-6-phosphate isomerase (Homo sapiens), P34949; coupled PMI enzyme assay, resazurin fluorescence, 20 min; stronger effect = higher value; 1 = untreated enzyme, 0 = substrate-free blank; activation factor at 20 µM; hit rate 0.34% among 190,000;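 active = activation factor of 2 or more at 20 µM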
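Test system: human phosphomannose isomerase with PGI, G6PDH, diaphorase coupling enzymes / Doses: 20 µM compound, 1% DMSO / Times: enzyme reaction with compound 20 min at room temperature / Measured by: Diaphorase-driven resazurin-to-resorufin fluorescence, excitation 544, emission 590 nm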
An asterisk follows results filed as active; / = no result given. An unsorted share of the library; overall some 12% were active at least once.

No.	SMILES	TNAP inh hi DEA	TNAP inh no acc	PMI activator	RAM inhibit	Redox H2O2 prof	Hsp70 act	S1P3 antag	Lmaj promast	Efa HMGR inh	PMI act satM6P
1	CC(C)(C)c1nnc(N/N=C/c2cc(Br)ccc2O)n(N)c1=O	0	-129	0.9	-0.4	-0.4	-0.4	5	98*	2	1.1
2	Cc1cc(NC(=O)/C=C/c2cccc(F)c2)n(-c2nc3ccccc3[nH]2)n1	3	-77	0.9	5.2	0.0	-0.3	2	2	-9	1
3	Cc1onc(-c2ccccc2Cl)c1C(=O)Nc1nnc(-c2ccc(Br)cc2)s1	3	-2	0.8	3.9	-0.1	-0.2	/	3	-5	0.8
4	Cc1cc(=O)n2[nH]c(-c3ccc(C(C)(C)C)cc3)cc2n1	-3	-9	0.9	2.7	0.2	-0.2	9	100*	-5	0.9
5	NC(=O)CSc1cn(Cc2ccccc2)c2ccccc12	4	0	1	5.0	-0.4	-0.2	-15	7	2	1
6	O=C(COC(=O)c1ccccc1)Nc1ccccc1Sc1ccccc1	-3	-14	0.8	3.2	0.6	-0.2	6	0	-1	0.9
7	O=C(NC1CCCCC1)c1ccc(S(=O)(=O)N2CCOCC2)cc1	-4	-7	1	0.9	-1.7	-0.3	-1	-8	-6	1
8	COc1ccc(C(=O)CSc2nnc(C(CO)NC(=O)c3ccc(OC)cc3)n2C)cc1 (stereo unspecified)	0	-11	1	11*	0.7	-0.1	-2	5	-6	1.1
9	COc1ccc2cc(C3C(C#N)=C(N)OC(C)=C3C(C)=O)c(Cl)nc2c1 (stereo unspecified)	-2	-8	0.9	1.4	-0.2	-0.3	-17	1	-7	0.6
10	COc1ccc(S(=O)(=O)N[C@@H](Cc2ccc(Cl)cc2)C(=O)N2CC[C@@]3(O)CCCC[C@H]3C2)cc1	-5	-7	0.9	1.3	1.7	-0.4	/	86*	-1	1
11	COc1ccc(N2CCN(C(=O)CN(Cc3ccc(Cl)cc3)S(C)(=O)=O)CC2)cc1	-5	-8	0.9	0.8	0.7	-0.1	/	0	1	0.9
12	O=C(c1ccco1)N1CCN(C(c2ccc(F)cc2)c2nnnn2CC2CCCO2)CC1 (stereo unspecified)	-2	-10	1.1	-0.3	1.4	-0.1	1	8	1	1.1
13	Cc1ccc(NC(=O)C(C)[n+]2ccccc2)cc1[N+](=O)[O-] (stereo unspecified)	-2	-22	1	1.0	0.3	0.1	-17	-4	-1	1
14	CCCN1CCC(NC(=O)Nc2ccccc2C(=O)OC)CC1	-15	3	1	2.0	0.0	0.0	/	-2	-8	1
15	c1ccc2c(c1)ccc1nnc(-c3ccc4c(c3)OCO4)n12	-5	-13	0.9	-1.1	3.3	-0.6	6	3	4	0.9
16	CCCNC(=O)COC(=O)CCC(=O)c1ccc(F)cc1	2	-7	1	0.9	-1.4	-0.2	/	-4	-5	1.1
17	CCOC(=O)C1CCN(C(=O)COC(=O)COc2ccc(Cl)cc2)CC1	-6	-11	1.2	0.8	-2.1	0.0	3	2	-6	1.1
18	C=CCn1cc(C(=O)NCc2ccc(Cl)cc2)c(=O)c2cc(S(=O)(=O)N(CC)CC)ccc21	3	-1	0.9	4.7	0.0	-0.1	-5	14	-3	0.9
19	COc1ccc2[nH]c3c(=O)n(CCCCC(=O)N4CCC(C(N)=O)CC4)c(=S)[nH]c3c2c1	-9	-3	1.1	2.7	8.5	-0.2	5	-6	-5	1
20	CCOC(=O)c1sc(NC(=O)c2cc(-c3ccccc3)nc3ccccc23)c(C#N)c1C	1	-8	0.2	3.4	2.2	0.4	/	-3	1	0.7
21	COc1ccc(C(=O)Nc2ccc(N3CCN(C(=O)C(C)C)CC3)cc2)cc1[N+](=O)[O-]	-3	-12	0.9	2.3	0.6	0.0	-5	-6	-10	0.9
22	O=C(COC(=O)C1CCN(S(=O)(=O)c2cccs2)CC1)Nc1ccccc1Br	3	-4	1	1.3	-0.1	-0.1	-8	19	-4	1
23	O=C(Oc1cccc(NC(=O)c2ccco2)c1)c1cccc(S(=O)(=O)N2CCCCC2)c1	-2	-14	0.9	3.5	0.2	0.1	/	10	0	1
24	COc1ccc(OC)c(N2C(=O)CC(C(C)c3ccccc3)C2=O)c1 (stereo unspecified)	-5	-15	0.9	0.0	-0.3	-0.1	0	-4	-4	0.9
25	COC(=O)C(C)N(C#N)c1nc(NC(C)C)nc(SC)n1 (stereo unspecified)	-2	1	1.1	0.5	0.1	-0.1	/	21	2	1.1

Next section:
No.	SMILES	TNAP inh hi DEA	TNAP inh no acc	PMI activator	RAM inhibit	Redox H2O2 prof	Hsp70 act	S1P3 antag	Lmaj promast	Efa HMGR inh	PMI act satM6P
26	Cn1c(N)c(C(=O)COC(=O)[C@H](Cc2ccccc2)N2C(=O)c3ccccc3C2=O)c(=O)n(C)c1=O	4	-3	0.8	4.3	0.0	-0.1	4	22	0	0.8
27	O=C(CSc1cccc[n+]1[O-])Nc1cc([N+](=O)[O-])ccc1Cl	-1	-8	1.1	0.6	-0.1	-0.1	4	-5	-4	1.1
28	O=C(Nc1cccc(F)c1)c1cc(S(=O)(=O)NCCC2=CCCCC2)ccc1F	0	-24	0.9	11*	0.5	-0.5	-13	14	-5	1
29	COC(=O)/C=C1\S/C(=N/N=C/c2ccco2)NC1=O	7	6	1.1	-0.4	-1.9	-0.5	4	-5	-9	1
30	COc1ccc(-c2ccc(CCC(=O)O)n2C(C)C)cc1	-5	-11	0.8	5.0	-4.1	-0.1	-1	20	3	0.9
31	N#Cc1nc(COc2ccccc2F)oc1NCCCn1ccnc1	-4	-10	1	0.3	-0.2	-0.3	/	-2	-1	1.1
32	Cc1sc2nc(CSc3ncn[nH]3)[nH]c(=O)c2c1C	-3	-125	1	2.2	-0.1	-0.3	-17	39	0	1
33	CC1CCCCC1NC(=O)Cn1nnc2ccccc2c1=O (stereo unspecified)	-4	-12	1	2.5	0.0	0.0	-11	1	-4	1
34	Cc1cc(C)n(-c2ccc(C(=O)OCC(=O)NC(c3ccccc3)c3ccccc3)cc2)n1	-4	-11	1.1	6.4	0.0	-0.2	-7	-2	-1	1.1
35	O=C(CSc1nnc(-c2ccco2)n1Cc1ccccc1)c1ccc(F)cc1	0	-5	1	3.2	-0.5	-0.4	9	14	-7	1
36	Cc1ccc(-c2nnc(SCC(=O)CC(=O)Nc3ccccc3)n2-c2ccccc2)cc1	1	5	1.1	1.6	3.6	-0.4	/	-1	-5	1
37	c1ccc(C2C/C(=N\N3CCOCC3)c3ccccc3O2)cc1 (stereo unspecified)	-8	-9	1.1	3.4	0.4	-0.3	-27	0	-1	1
38	O=C(CSc1nnc(-c2ccccn2)n1Cc1ccccc1)Nc1ccc2c(c1)OCO2	-5	-8	0.9	4.1	0.2	0.3	-18	-6	0	0.9
39	Cc1nnc(SCc2nnc(-c3cccs3)o2)n1C	-3	-10	1.1	0.0	0.1	-0.3	-11	-6	0	0.9
40	Cc1cc(C)c2c(CN3CCN(C/C=C/c4ccccc4)CC3)cc(=O)oc2c1	-2	-4	0.9	2.5	-0.5	-0.4	15	14	-1	1
41	CC(=O)OC(Cn1ccnc1)c1ccccc1 (stereo unspecified)	-5	-14	1	2.5	2.0	-0.4	2	-4	0	1.1
42	O=C(Nc1ccc(S(=O)(=O)N2CCCC2)cc1)N1c2ccccc2Sc2ccccc21	-1	-9	0.8	6.2	2.9	-0.4	/	45	1	0.8
43	O=C(Cc1ccccc1)Nc1ccccc1N1CCOCC1	-3	-2	0.9	2.1	3.5	-0.4	/	-2	2	0.9
44	CCC(CC)c1nnc(NC(=O)Cc2cccs2)s1	-4	-10	0.9	1.7	-0.8	-0.2	-16	-6	-2	0.9
45	Cc1ccc(-c2n[nH]c(=S)n2/N=C/c2ccc(C)o2)cc1	2	25	0.8	2.5	0.2	-0.3	-12	-5	2	0.8
46	CCN(CC)C(=O)CSc1nnc(-c2ccco2)o1	-1	-7	1.1	0.7	0.4	-0.2	/	-6	-1	1.1
47	NC1=NS(=O)(=O)NC1c1cccc(Cl)c1 (stereo unspecified)	-4	-7	1	-1.0	-4.2	-0.2	/	-4	1	1
48	CC(=O)NC1=NN(C(C)=O)C(C)(c2cccc([N+](=O)[O-])c2)S1 (stereo unspecified)	-3	-6	1.1	2.1	-1.1	-0.3	5	2	0	1.1
49	COc1cccc(Cn2nnc(C(=O)NCc3ccccc3Cl)c2N)c1	-9	-12	1	1.0	-1.6	-0.3	13	-2	-4	0.9
50	O=c1[nH]c2cc3c(cc2cc1CN(CCc1ccccc1)Cc1nnnn1C1CCCC1)OCCO3	0	-6	1.1	1.1	0.1	-0.1	-7	29	-9	1.1
51	CCOc1ccccc1Nc1ncccc1C(=O)O	-5	-17	1	-0.8	-0.8	0.2	/	0	0	1.1

Part of the list above in order of SMILES length, lowest first.
No.	SMILES	TNAP inh hi DEA	TNAP inh no acc	PMI activator	RAM inhibit	Redox H2O2 prof	Hsp70 act	S1P3 antag	Lmaj promast	Efa HMGR inh	PMI act satM6P
41	CC(=O)OC(Cn1ccnc1)c1ccccc1 (stereo unspecified)	-5	-14	1	2.5	2.0	-0.4	2	-4	0	1.1
36	Cc1ccc(-c2nnc(SCC(=O)CC(=O)Nc3ccccc3)n2-c2ccccc2)cc1	1	5	1.1	1.6	3.6	-0.4	/	-1	-5	1
50	O=c1[nH]c2cc3c(cc2cc1CN(CCc1ccccc1)Cc1nnnn1C1CCCC1)OCCO3	0	-6	1.1	1.1	0.1	-0.1	-7	29	-9	1.1
